TIM10 inh: TIM10 yeast growth inhibition; S. cerevisiae TIM10 strain growth, BacTiter-Glo luminescence, 24 h; inhibition, % at 10 µM; 330,000 tested, 1.4% active;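 active = inhibition of 40% or more at the single tested concentration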;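 also: wild-type TIM10 isogenic control strain grown at permissive 25 °C; 0% = DMSO yeast wells and 100% = minimal medium wells without yeast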
ATG4B inhibitor: ATG4B (human) cysteine protease inhibition | Q9Y4P1 | 340,000 tested, 0.51% active | ATG4B cleavage of LC3-PLA2, NBD-HPC fluorescence, 1 h | inhibition, % at 8.33 µM; in the data active = inhibition above about 40%
Target sequence (Q9Y4P1 whole entry, looked up): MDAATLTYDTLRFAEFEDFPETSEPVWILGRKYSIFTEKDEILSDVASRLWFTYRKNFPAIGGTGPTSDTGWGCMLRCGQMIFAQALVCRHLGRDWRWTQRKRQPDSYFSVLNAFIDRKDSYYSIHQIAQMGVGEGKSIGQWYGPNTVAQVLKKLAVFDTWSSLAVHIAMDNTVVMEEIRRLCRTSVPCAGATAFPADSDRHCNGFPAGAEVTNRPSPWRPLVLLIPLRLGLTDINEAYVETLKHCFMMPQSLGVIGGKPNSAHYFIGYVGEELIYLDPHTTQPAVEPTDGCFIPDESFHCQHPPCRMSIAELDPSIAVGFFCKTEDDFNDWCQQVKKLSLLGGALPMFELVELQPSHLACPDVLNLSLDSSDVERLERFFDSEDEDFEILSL
hIAP block: blocks human intestinal alkaline phosphatase; P09923; purified IAP, CDP-Star luminescence, 30 min; inhibition, % at 10 µM; 330,000 tested, 0.12% active;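 active = inhibition reaching a set limit with compound at 10 µM in the primary screen, cut at about 35% in these data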;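 also: plate controls were DMSO wells with enzyme for no effect and no-enzyme buffer wells for full effect; values of inactives mirror those of a sister screen read the other way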
Target sequence (P09923 whole entry, looked up): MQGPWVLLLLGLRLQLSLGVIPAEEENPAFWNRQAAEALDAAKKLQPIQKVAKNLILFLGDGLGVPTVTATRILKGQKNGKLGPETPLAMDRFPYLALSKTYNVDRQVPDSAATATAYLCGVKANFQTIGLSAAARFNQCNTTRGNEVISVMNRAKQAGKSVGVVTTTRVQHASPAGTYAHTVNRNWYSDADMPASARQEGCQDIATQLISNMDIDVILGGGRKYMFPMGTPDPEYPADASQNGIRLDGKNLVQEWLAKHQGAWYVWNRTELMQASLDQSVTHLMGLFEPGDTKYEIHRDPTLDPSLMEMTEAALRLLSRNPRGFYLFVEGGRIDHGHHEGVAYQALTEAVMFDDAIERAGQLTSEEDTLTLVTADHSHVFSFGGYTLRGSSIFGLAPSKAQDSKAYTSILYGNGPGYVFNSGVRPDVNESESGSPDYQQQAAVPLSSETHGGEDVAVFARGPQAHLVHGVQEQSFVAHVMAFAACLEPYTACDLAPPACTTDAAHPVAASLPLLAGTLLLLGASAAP
NALP3 yeast inh: NALP3 inhibition in yeast | Yeast reconstituted NLRP3/ASC/caspase-1, beta-gal luminescence, 24 h | inhibition, % at 10 µM | 330,000 tested, 0.39% active | AID 2825;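 active = inhibition of 50% or more; inactive = inhibition below 50%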;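 also: plate controls were induced DMSO wells for no effect and uninduced yeast grown without galactose for full effect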
Apaf1 inhib: inhibitors of human Apaf-1 apoptosome | 330,000 tested, 0.71% active | inhibition, % at 20 µM | reconstituted apoptosome caspase-3 activity, DEVD-Rh110 fluorescence; active = inhibition of at least 40% at 20 µM;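 also: plate controls were DMSO wells for no effect and DEVD-CHO caspase inhibitor wells for full effect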
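detection = Rh110 fluorescence intensity | test system = biochemical Apaf-1 apoptosome reconstitution | also added = cytochrome c and DEVD-Rh110 substrate | schedule = 30 min plus 50 min, RT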
hIAP act: human IAP activation; purified human IAP, CDP-Star luminescence, 30 min; active compounds read high; 1 = vehicle-only enzyme, 0 = enzyme-free background; activation factor at 10 µM; 330,000 tested, 0.16% active;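 active = activation factor of the enzyme at least 2-fold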; also: the source names both 10 and 20 µM as test concentration; values of inactives mirror those of a sister screen read the other way
mIAP inh: mouse IAP inhibition | purified mouse IAP, CDP-Star luminescence, 30 min | inhibition, % at 10 µM | 330,000 tested, 0.2% active | AID 2806;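 active = inhibition of at least 40% at 10 µM in the primary screen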;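 also: plate controls were DMSO with enzyme for no effect and no enzyme wells for full effect; values of inactives mirror those of a sister screen read the other way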
mIAP activ: mouse IAP activation; muIAP, CDP-Star luminescence, 30 min; active compounds read high; 1 = vehicle-only enzyme signal, 0 = enzyme-free wells; activation factor at 10 µM; 330,000 tested, 0.24% active; AID 2805;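 active = activation factor of at least 2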; also: the source names both 10 and 20 µM as test concentration; values of inactives mirror those of a sister screen read the other way
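System: Mouse IAP enzyme | Also added: CDP-Star substrate | Dosing: Compounds dispensed in DMSO | Schedule: 30 min enzyme-substrate-compound incubation at room temperature | Technique: Chemiluminescence readout | Control set: DMSO-only wells and no-enzyme negative control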
tim10-1 inh: growth inhibitors of tim10-1 mutant yeast; AID 463190; 330,000 tested, 2.2% active; inhibition, % at 20 µM; S. cerevisiae tim10-1 ts strain growth, BacTiter-Glo, 24 h;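 active = inhibition of at least 40%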;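 also: mutant grown at 25 °C; 0% = DMSO wells with yeast and 100% = wells holding no yeast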
Active calls of the source: *; / = not tested or not shown.

Every second line gives: TIM10 inh	ATG4B inhibitor	hIAP block	NALP3 yeast inh	Apaf1 inhib	hIAP act	mIAP inh	mIAP activ	tim10-1 inh
> COc1ccc(CCN2C(=O)C(O)=C(C(=O)c3ccco3)C2c2cccs2)cc1OC (stereo not given)
 : 1	-16	-11	21	9	1.1	0	1	26
> COC(=O)c1sc(NC(=O)/C=C/c2ccc(C)o2)nc1C
 : -1	-18	0	13	19	1	1	0.99	20
> O=C(NCCCN1CCCC1=O)c1cncc(Br)c1
 : 2	3	-10	-2	26	1.1	-4	1	-1
> Cc1noc(C)c1C(=O)OCC(=O)NCc1ccc(Cl)cc1
 : -5	5	6	18	-5	0.94	-3	1	-1
> COc1cc(C(=O)NNC(=S)NCc2ccco2)cc(OC)c1OC
 : -9	1	-75	18	0	1.8	0	1	-12
> O=C(OCC(=O)c1ccc(Cl)s1)c1ccc(CO)cc1
 : 0	5	-4	26	6	1	-2	1	8
> COc1cccc(C(c2nnnn2CS(=O)(=O)c2ccc(C)cc2)N2CCN(C)CC2)c1OC (stereo not given)
 : 4	-2	8	-1	9	0.92	2	0.97	3
> CCCC(=O)NC(=S)Nc1ccc(NC(=O)C(C)C)c(OC)c1
 : 9	-7	29	32	-8	0.71	5	0.95	22
> CCn1c(NCCCO)nc2c(c1=O)C(C)(CC)Cc1ccccc1-2 (stereo not given)
 : 29	-1	1	-7	-5	0.99	2	0.98	13
> COc1ccc(NC(=O)c2ccccc2SC)cc1OC
 : 10	0	7	10	-1	0.93	3	0.97	5
> CCOC(=O)C1(Cc2ccccc2C(F)(F)F)CCN(CCCn2cccn2)CC1
 : -9	0	-8	-8	8	1.1	9	0.91	-2
> O=S1(=O)CCN2C(=N1)Sc1c2ccc2c1CCCC2
 : -18	-1	11	9	14	0.89	7	0.93	-24
> O=C(c1cc(-c2ccccc2)nn1CC1CC(c2cccnc2)=NO1)N1CCOCC1 (stereo not given)
 : 10	2	5	10	-4	0.95	-1	1	17
> CC1CN(C2CCCCC2)c2nc3c(c(=O)n(C)c(=O)n3C)n2C1 (stereo not given)
 : 27	-2	20	-12	8	0.8	7	0.93	18
> COc1ccc(N(C(=O)CNC(=O)c2ccco2)C(C(=O)NC2CCCC2)c2ccc(C)o2)cc1 (stereo not given)
 : 2	-1	-15	5	-2	1.1	-9	1.1	-5
> CN1CCN(S(=O)(=O)c2ccc(NC(=S)NC(=O)c3ccccc3)cc2)CC1
 : 13	-2	-9	14	5	1.1	1	0.99	33
> CC(C)N(C(=O)[C@H]1C[C@H](CC(=O)NCc2ccco2)C(=O)N2CCc3c([nH]c4cc(-c5ccco5)ccc34)[C@]12C)C(C)C
 : 4	/	/	/	33	/	-21	1.3	21
> CC1(C)Cc2noc(N)c2C(C)(C)N1OC(=O)c1ccco1
 : 10	9	5	-2	-8	0.95	0	1	16
> O=C(N/N=C/c1cc([N+](=O)[O-])cc(Br)c1O)C12CC3CCC(CC(C3)C1)C2
 : 35	-2	-24	16	7	1.2	23	0.77	20
> O=C1CC(Cc2ccccc2)C(=O)N1CCc1ccc2c(c1)OCO2 (stereo not given)
 : -15	8	-23	11	19	1.2	-8	1.1	10
> O=C1NC(=S)N/C1=C/c1ccc2c(c1)OCO2
 : 22	5	-14	4	-1	1.1	16	0.84	-19
> O=S(=O)(NCc1ccco1)c1cccc(S(=O)(=O)N2CCOCC2)c1
 : 5	-5	0	-2	-1	1	1	0.99	1
> CCCNS(=O)(=O)c1cc2c3c(c1)CCN3C(=O)CC2
 : 1	0	-12	13	-1	1.1	-6	1.1	2
> CN(C)c1ccc(/C=N/NC(=O)c2ccnn2C)cc1
 : 0	-2	10	16	4	0.9	-4	1	2
> CC(C)NC(=O)NC(=O)COc1cccc2c1OC(C)(C)C2
 : -2	-4	0	2	9	1	2	0.97	11
> COc1ccc(/C=C/C(=O)N(CC(C)C)C2CCS(=O)(=O)C2)cc1 (stereo not given)
 : -7	-7	-15	5	6	1.1	-1	1	10
> COc1ccc2sc(-c3ccc(S(C)(=O)=O)cc3)c(C#Cc3cncn3C)c2c1
 : 8	-27	-14	5	-1	1.1	8	0.92	9
> CN(C)S(=O)(=O)c1cc(NC(=O)CN2CCc3ccccc32)ccc1Cl
 : 9	-2	18	-5	0	0.82	12	0.88	-14
> O=C(NNC(=O)c1ccc2ncccc2c1)c1ccc(Cl)cc1
 : 1	-5	-5	6	-29	1.1	-2	1	-8
> Cn1c(=O)c2c(n3cnnc13)-c1ccccc1CC21CCCC1
 : -37	-9	-1	-18	5	1	-17	1.2	20

3 structures out of the list, arranged by count of non-hydrogen atoms, rising:
Every second line gives: TIM10 inh	ATG4B inhibitor	hIAP block	NALP3 yeast inh	Apaf1 inhib	hIAP act	mIAP inh	mIAP activ	tim10-1 inh
> O=S1(=O)CCN2C(=N1)Sc1c2ccc2c1CCCC2
 : -18	-1	11	9	14	0.89	7	0.93	-24
> CCCNS(=O)(=O)c1cc2c3c(c1)CCN3C(=O)CC2
 : 1	0	-12	13	-1	1.1	-6	1.1	2
> COc1cccc(C(c2nnnn2CS(=O)(=O)c2ccc(C)cc2)N2CCN(C)CC2)c1OC (stereo not given)
 : 4	-2	8	-1	9	0.92	2	0.97	3

Next records
Every second line gives: TIM10 inh	ATG4B inhibitor	hIAP block	NALP3 yeast inh	Apaf1 inhib	hIAP act	mIAP inh	mIAP activ	tim10-1 inh
> COc1cccc(NC(=O)CN2CCN(C(=O)c3ccco3)CC2)c1
 : 5	6	14	9	1	0.86	7	0.93	-6
> C/C(=N\Nc1ccc(C)c(Cl)c1)c1ccncc1
 : -12	12	17	22	26	0.83	4	0.96	-30
> COc1ccc(C=O)cc1OC1C=CCCC1 (stereo not given)
 : -12	-3	-1	2	3	1	-5	1	16
> O=C(CO)N/N=C/c1c2ccccc2cc2ccccc12
 : 7	8	3	-6	7	0.97	13	0.87	17
> O=C(C/C=N/OCc1ccc(Cl)cc1Cl)c1ccccc1
 : 15	16	8	-12	7	0.92	11	0.89	20
> O=C(Nc1cccc(OCC(=O)N2CCOCC2)c1)c1cccc(Cl)c1
 : 9	-10	10	10	-2	0.91	-6	1.1	15
> O=C1NC(=Nc2ccccc2)S/C1=C\c1ccccc1
 : 1	-4	15	5	13	0.85	9	0.91	3
> CC(=O)Nc1ccc2c(c1)ncn2C
 : 6	5	9	3	-5	0.91	0	1	17
> Cc1cccc(N2CC(C(=O)NC3CCCCCC3)CC2=O)c1C (stereo not given)
 : -1	-7	0	16	-3	1	4	0.96	-7
> CCOc1ccc(C(=O)CCC(=O)O)cc1
 : 4	15	19	-6	-26	0.81	2	0.97	13
> O=C(NC(=S)N1CCCC(C(F)(F)F)C1)c1ccc(F)cc1 (stereo not given)
 : 34	-13	-11	14	15	1.1	-2	1	38
> COC(=O)CCC(=O)OC1(C)C(=O)C2=CN(CCCCO)C(c3ccc(OC)cc3)=CC2=C(Br)C1=O (stereo not given)
 : 17	/	1	15	80*	0.99	12	0.88	-7
> COC(=O)C(Cc1ccccc1)NC(=O)CC(C)CC(=O)Nc1ccc(C)cc1 (stereo not given)
 : -4	6	-1	24	1	1	4	0.96	12
> Cc1ccc(CC(=O)NC2CCCc3ccccc32)cc1C (stereo not given)
 : 7	4	16	24	9	0.84	2	0.98	-18
> CCOC(=O)c1csc(-c2ccc([N+](=O)[O-])cc2)n1
 : 6	-6	-10	-30	-7	1.1	-9	1.1	12
> COc1ccccc1N1CCN(C(=O)C(=O)c2cn(CC(=O)N3CCCCCC3)c3ccccc23)CC1
 : 4	-8	-9	13	7	1.1	7	0.93	9
> COc1ccc(C(=O)O)cc1NC(=S)NC(=O)Cc1ccc(Cl)cc1
 : 6	-2	4	16	3	0.96	-4	1	13
> C=CCN(CC=C)C(=O)COC(=O)c1ccc(Sc2ncn[nH]2)c([N+](=O)[O-])c1
 : -20	-13	-10	-1	5	1.1	2	0.98	7
> COc1cc(OC)cc(C(=O)N[C@H](C(=O)Nc2ccc3c(c2)OCO3)C(C)C)c1
 : -1	6	24	2	1	0.76	-1	1	16
> O=C(Oc1ccc(Br)cc1C(=S)N1CCCC1)c1ccccc1F
 : 37	1	0	1	1	1	14	0.86	27
> O=C(c1cccc([N+](=O)[O-])c1)c1ccc2c(c1)C(=O)N(c1c[nH]c(=O)[nH]c1=O)C2=O
 : -9	/	5	16	1	0.95	-6	1.1	16
> COc1cccc(C(=O)Nc2ccccc2F)c1
 : 4	-7	3	24	-4	0.97	14	0.86	9
> CCCCNC(=S)N1CCN(C(c2ccccc2)c2ccccc2)CC1
 : 30	4	-36	31	9	1.4	-66	1.7	15
> Cc1ccc2nc(NC(=O)CN3CCOCC3)sc2c1
 : -4	-12	8	32	-8	0.92	8	0.93	-12
> COc1cc(C(=O)NC(C)CCn2cccn2)ccc1OC1CCN(C(C)=O)CC1 (stereo not given)
 : 7	-5	-8	8	1	1.1	16	0.84	-12
> CCN1CCN(C(=O)C2=CC(c3ccc(OC)cc3)=NS(=O)(=O)N2C)CC1
 : -5	0	3	19	1	0.97	6	0.94	-3
> CCOC(=O)C1CCCN(C2CC(=O)N(c3ccccc3)C2=O)C1 (stereo not given)
 : 4	-2	-18	17	-5	1.2	-4	1	34
> Cc1ccc2nc(N3CCN(S(=O)(=O)c4ccc5c(c4)OCCO5)CC3)c(C#N)cc2c1
 : 13	1	-4	11	-13	1	12	0.88	30
> COc1ccc(C2NC(=O)Cc3cc(OC)c(OC)cc32)cc1OC (stereo not given)
 : 7	0	6	-4	-13	0.94	0	1	-16
> Cc1onc(-c2c(Cl)cccc2Cl)c1C(=O)N(C)Cc1ccccc1
 : -6	-7	0	-8	5	1	2	0.98	-1
> CN(c1ccccc1)S(=O)(=O)c1ccc(C(=O)OCC(=O)NCc2cccs2)cc1
 : -30	-3	-4	33	-8	1	-1	1	-21

Source: PubChem
